Screening results deposited in PubChem by several laboratories.
PMI act satM6P – increases human PMI activity with near-saturating mannose 6-phosphate; coupled PMI enzyme assay, resazurin fluorescence, 20 min; stronger effect = higher value; 1 = untreated enzyme, 0 = substrate-free blank; activation factor at 20 µM; hit rate 0.34% among 190,000; AID 1216;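 active = activation factor of 2 or more at 20 µM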
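Test system: human phosphomannose isomerase with PGI, G6PDH, diaphorase coupling enzymes; amount: 15 ng/mL PMI; incubation: enzyme reaction with compound 20 min at room temperature; technique: resorufin fluorescence (Ex 544/Em 590 nm) from resazurin via diaphorase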
TLR4-MyD88 BLA – TLR4-MyD88 interaction inhibition in cells | hit rate 0.18% among 200,000 | O00206+Q99836 | HeLa CL3-4 TLR4/MyD88 BLA complementation, FRET ratio | AID 861 | inhibition, % at 8.4 µM; in the data active = inhibition above about 25%;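 also: 0% = vehicle and 100% = reference inhibitor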
Target sequence (O00206 whole entry, looked up): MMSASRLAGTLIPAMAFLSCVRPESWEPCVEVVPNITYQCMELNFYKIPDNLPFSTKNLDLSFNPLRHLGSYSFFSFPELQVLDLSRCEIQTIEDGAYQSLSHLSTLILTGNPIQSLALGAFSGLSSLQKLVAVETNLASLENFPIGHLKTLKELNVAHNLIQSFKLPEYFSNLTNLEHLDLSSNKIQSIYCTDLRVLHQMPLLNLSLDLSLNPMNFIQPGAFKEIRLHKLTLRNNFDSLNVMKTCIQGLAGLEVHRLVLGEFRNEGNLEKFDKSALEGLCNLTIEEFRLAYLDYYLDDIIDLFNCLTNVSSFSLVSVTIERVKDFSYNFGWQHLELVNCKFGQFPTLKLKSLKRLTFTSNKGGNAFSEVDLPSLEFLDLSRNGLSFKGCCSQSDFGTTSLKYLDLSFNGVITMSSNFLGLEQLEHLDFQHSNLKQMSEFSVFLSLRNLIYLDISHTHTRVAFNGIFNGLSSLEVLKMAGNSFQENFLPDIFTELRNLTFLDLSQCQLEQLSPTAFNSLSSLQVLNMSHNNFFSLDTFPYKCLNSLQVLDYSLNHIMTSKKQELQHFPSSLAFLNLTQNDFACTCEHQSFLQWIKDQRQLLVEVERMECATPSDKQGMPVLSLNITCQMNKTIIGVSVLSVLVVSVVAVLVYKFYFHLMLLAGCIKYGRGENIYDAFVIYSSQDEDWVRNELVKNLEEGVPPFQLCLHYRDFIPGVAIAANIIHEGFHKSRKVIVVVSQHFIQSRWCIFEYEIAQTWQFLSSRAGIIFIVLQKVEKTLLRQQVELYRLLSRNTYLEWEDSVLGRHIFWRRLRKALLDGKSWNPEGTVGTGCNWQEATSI
Target sequence (Q99836 whole entry, looked up): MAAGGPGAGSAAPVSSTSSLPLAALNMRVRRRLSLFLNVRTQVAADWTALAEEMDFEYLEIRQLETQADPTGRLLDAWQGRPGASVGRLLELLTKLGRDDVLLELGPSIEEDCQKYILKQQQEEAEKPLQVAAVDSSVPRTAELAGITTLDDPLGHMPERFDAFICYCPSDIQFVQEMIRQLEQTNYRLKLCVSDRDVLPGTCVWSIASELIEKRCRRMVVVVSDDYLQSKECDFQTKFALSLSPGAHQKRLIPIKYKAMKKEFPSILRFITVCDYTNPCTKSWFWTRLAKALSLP
RAM network inh – blocks the yeast RAM network; S. cerevisiae dse1pr::URA3 reporter, 5-FOA growth OD615, 2 d; analog-sensitive cbk1-as2 kinase mutant strain; inhibition, % at 50 µM; hit rate 1.8% among 190,000;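 active = inhibition above a set limit, 3 SD over mean compound inhibition, cut at about 8.4% in these data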;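 also: 0% = DMSO-only wells with no growth and 100% = 10 µM 1-NA-PP1 full growth; inhibition rescues growth on 5-FOA so higher OD means more RAM inhibition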
Hsp70 act – switches on Hsp70 transcription; activation, % at 10 µM; hit rate 0.04% among 200,000; HeLa Hsp70 promoter luciferase reporter, luminescence; scaled: vehicle 0, proteasome-inhibitor control 100%;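 active = activation above the mean across all tested compounds plus 3 SD, cutoff set per campaign, cut at about 5.5% in these data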;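 also: 100% = MG132 at 30 µM as the positive control and 0% = DMSO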
G6PDH CS – inhibits Leuconostoc G6PDH, flagging false hits in G6PDH-based assays | Purified L. mesenteroides G6PDH, diaphorase/resazurin coupled fluorescence, 45 min | inhibition, % at 5 µM | hit rate 0.12% among 200,000
Diaph act CS – diaphorase activation or chemical reduction counter-screen. Diaphorase/resazurin coupled assay, resorufin fluorescence, 16 min; stronger effect = higher value; 1 = vehicle wells, 0 = NADH-free wells. activation factor at 20 µM. hit rate 0.005% among 190,000;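 active = diaphorase activity raised at least twofold by the compound at 20 µM; inactive = activation factor below 2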
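System – purified diaphorase enzyme from Clostridium kluyveri · Input – enzyme 0.07 U/mL final · Also added – final NADH 0.114 mM, resazurin 0.1 mM · Measured by – fluorescence of resorufin, 544 nm excitation, 590 nm emission · Timing – 16 min enzyme reaction, ambient temperature · Measure – resorufin increase flagging diaphorase activators or reducers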
Diaph inh CS – counter-screen for diaphorase-based assays: diaphorase inhibitors and chemical oxidizers; inhibition, % at 20 µM; diaphorase resazurin-to-resorufin fluorescence, NADH, 16 min; bacterial (C. kluyveri) enzyme, not human; hit rate 0.69% among 190,000;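 active = primary screen inhibition at 20 µM above a set limit, cut at about 50% in these data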;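 also: plate controls were DMSO with full reaction for no effect and wells lacking NADH for full effect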
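System: Diaphorase enzyme from Clostridium kluyveri | Amount: Enzyme working solution with 0.14 U/mL diaphorase | Benchmarks: No-NADH positive control and DMSO neutral control | Signal: Fluorescence of resorufin formed from resazurin, Ex 544/Em 590 nm | Schedule: 16-min room-temperature incubation before reading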
DTT redox prof – compounds producing H2O2 with reducing agent – biochemical, NIH compound library profiling, artefact control for MLSCN library redox annotation, primary screen; AID 878; activation, % at 10 µM; DTT-dependent redox cycling H2O2, phenol red/HRP absorbance; 100% = 100 µM peroxide control, 0% = buffer; hit rate 0.03% among 200,000;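 active = activation of at least 50% relative to the plate's high and low controls in the primary single-dose screen; inactive = activation below 50%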;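 also: compound incubated with DTT at 0.8 mM final as the reducing agent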
PMI act – activators of human phosphomannose isomerase | P34949 | purified human PMI, coupled resazurin fluorescence, 20 min; stronger effect = higher value; 1 = vehicle control, 0 substrate-free wells | activation factor at 20 µM | hit rate 0.005% among 190,000 | AID 1214;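 active = activation factor of 2 or more at 20 µM, relative to plate controls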
L major viab – inhibitors of Leishmania major promastigote growth | hit rate 9% among 200,000 | Leishmania major promastigotes, resazurin fluorescence viability | AID 1063 | inhibition, % at 10 µM;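 also: promastigotes grown with compound for 44 hours at 28 °C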
S1P3 antagonist – S1P3 (human) receptor antagonism | Q99500 | CHO S1P3 NFAT-BLA reporter, FRET fluorescence, antagonist mode | inhibition, % at 4.98 µM | hit rate 0.27% among 170,000 | AID 485;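 active = inhibition above the plate cutoff, the mean inhibition of test wells on that plate plus 3 SD, cut at about 28% in these data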;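 also: cells challenged with S1P at its EC80 of 0.8 µM; blue over green emission ratio from cleaved BLA substrate after 4 h stimulation; 0% = S1P-stimulated wells and 100% = unstimulated DMSO-only wells; some compounds past the cut are filed as inactive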
* marks the source's active call; other numbers are inactive results; . = no result given. Rule as the data show it, unless noted: active = inhibition above about 50%; inactive = the rest. Not a hit list (roughly 12% active in at least one column).

SMILES | PMI act satM6P | TLR4-MyD88 BLA | RAM network inh | Hsp70 act | G6PDH CS | Diaph act CS | Diaph inh CS | DTT redox prof | PMI act | L major viab | S1P3 antagonist
O=C(CN1C(=O)NC(Cc2ccccc2)C1=O)Nc1ccccc1 (stereo unspecified) | 1 | 0 | 2.6 | 0.0 | -12 | 0.9 | 8 | 0.9 | 1 | 1 | .
COC(=O)/C(=C\Nc1ccc(Cl)c2ccccc12)c1ncc(C(F)(F)F)cc1Cl | 0.9 | -2 | 2.5 | 0.1 | 7 | 0.8 | 16 | 0.8 | 0.9 | 6 | .
CCOC(=O)C1=C(C)Nc2ccccc2N=C1NC(=O)c1cccc(S(=O)(=O)N(C)C)c1 | 1 | 5 | 1.1 | 0.1 | 2 | 0.8 | 21 | 1.8 | 1 | 2 | 12
COc1ccc(-c2cc(-c3ccccc3O)[nH]n2)cc1 | 0.8 | 7 | -1.2 | 0.1 | 10 | 0.8 | 21 | -8.4 | 0.8 | 99* | .
O=C(NCCSc1ccccc1)c1ccco1 | 0.8 | 2 | 0.2 | 0.3 | 6 | 1.2 | -18 | 0.1 | 1 | 1 | 17
Oc1ccccc1-c1nc(NCc2ccco2)c2ccccc2n1 | 0.8 | -5 | 4.1 | -0.2 | 1 | 0.8 | 20 | -0.7 | 0.8 | 29 | .
Fc1cccc2sc(Nc3nc4ccccc4s3)nc12 | 0.8 | -9 | 4.9 | 0.1 | 1 | 0.9 | 12 | 0.3 | 0.9 | 46 | 0
CCN(CC(=O)Nc1ccccc1C(=O)OC)S(=O)(=O)c1ccc(OC)cc1 | 0.9 | 5 | 3.7 | -0.5 | -1 | 0.8 | 17 | -0.3 | 0.9 | 2 | -35
COc1ccc(C(=O)OCC(=O)NC(=O)CCSc2ccccc2)cc1 | 0.9 | 21 | 0.7 | -0.7 | -10 | 0.9 | 12 | 0.3 | 0.8 | 0 | 5
Cc1csc(SCC(=O)c2ccc(S(=O)(=O)N3CCOCC3)cc2)n1 | 1.1 | -7 | 3.6 | -0.3 | 8 | 0.9 | 13 | -0.5 | 1.1 | -1 | .
Cc1ccc(C)c(N2CCN(C(=O)CC3Sc4ccccc4NC3=O)CC2)c1 (stereo unspecified) | 1 | -11 | 1.7 | -0.4 | 11 | 0.8 | 22 | 2.4 | 0.9 | 6 | 7
Cc1cc(C)n(/N=C\c2c(O)ccc3ccccc23)c(=O)c1C(N)=O | 0.8 | -7 | -0.7 | -0.5 | 18 | 0.8 | 23 | 0.0 | 0.8 | -11 | .
COc1ccc(N(CC(=O)NCc2ccc3c(c2)OCO3)S(=O)(=O)c2c(C)nn(C)c2C)cc1 | 1 | 11 | 7.0 | 0.0 | -7 | 0.8 | 18 | -3.1 | 1 | -8 | -6
Cc1ccc(C(=O)N/C(=C\C=C\c2ccccc2)C(=O)NCc2ccco2)cc1 | 0.8 | -7 | 5.6 | 0.2 | -2 | 0.7 | 29 | 0.2 | 0.9 | 2 | 2
O=C(O)c1ccccc1NC(=S)NC(=O)c1sc2ccccc2c1Cl | 1 | 0 | -0.2 | -0.2 | -2 | 0.9 | 11 | -0.7 | 0.8 | 12 | 0
CCn1nc(CC(=O)Nc2nnc(CC(=O)N3CCOCC3)s2)c2ccccc2c1=O | 1 | -6 | 0.3 | 0.2 | 2 | 0.9 | 9 | 1.6 | 0.9 | -7 | .
CCC1CCCCN1C(=O)CCc1nnc(Cc2c[nH]c3ccccc23)o1 (stereo unspecified) | 1.1 | -3 | 1.3 | -0.4 | 4 | 1 | 3 | -0.1 | 1 | -4 | -18
Cc1nc2c(sc3nc4c(cc32)COC(C)(C)C4)c(=O)o1 | 1.4 | 23 | 0.2 | -0.2 | -4 | 0.9 | 15 | -0.4 | 1.2 | -4 | .
CCC(C)(C)NC(=O)C(c1ccc(C)o1)N(C(=O)c1csnn1)c1cccc(F)c1 (stereo unspecified) | 1.1 | 6 | 1.6 | -0.4 | 9 | 0.9 | 8 | 0.7 | 1.1 | 1 | .
O=C(c1cncc(Br)c1)N1CCc2ccccc2C1 | 0.9 | 6 | 0.0 | -0.5 | 14 | 0.9 | 11 | 0.3 | 0.9 | 1 | .
CCN(Cc1ccccc1)S(=O)(=O)c1cc(C(=O)NC(C)C2CC3CCC2C3)ccc1OC (stereo unspecified) | 1 | -13 | 6.8 | -0.4 | 7 | 0.9 | 10 | 0.6 | 0.9 | 84* | -7
Cc1ccc(OCC(=O)NC(=S)Nc2ccc(Br)cn2)cc1C | 1 | -11 | 9.5* | -0.1 | -1 | 1 | -2 | 0.0 | 1 | -9 | 1
Cc1c(O)nc(SCC(=O)Nc2ccc3c4c(cccc24)CC3)n(-c2ccccc2)c1=O | 1 | 4 | 5.8 | -0.1 | 4 | 0.8 | 18 | 0.2 | 1 | 19 | -2
Cc1cc(F)ccc1N1CCC(N2CCN(CCC(C)C)C(CCO)C2)CC1 (stereo unspecified) | 1 | 13 | 0.5 | -0.4 | -4 | 0.9 | 9 | -0.9 | 0.9 | 95* | 14

Structural class: those above containing a Cl atom
SMILES | PMI act satM6P | TLR4-MyD88 BLA | RAM network inh | Hsp70 act | G6PDH CS | Diaph act CS | Diaph inh CS | DTT redox prof | PMI act | L major viab | S1P3 antagonist
COC(=O)/C(=C\Nc1ccc(Cl)c2ccccc12)c1ncc(C(F)(F)F)cc1Cl | 0.9 | -2 | 2.5 | 0.1 | 7 | 0.8 | 16 | 0.8 | 0.9 | 6 | .
O=C(O)c1ccccc1NC(=S)NC(=O)c1sc2ccccc2c1Cl | 1 | 0 | -0.2 | -0.2 | -2 | 0.9 | 11 | -0.7 | 0.8 | 12 | 0

Sorted by length of the SMILES (ascending): some entries from above
SMILES | PMI act satM6P | TLR4-MyD88 BLA | RAM network inh | Hsp70 act | G6PDH CS | Diaph act CS | Diaph inh CS | DTT redox prof | PMI act | L major viab | S1P3 antagonist
Fc1cccc2sc(Nc3nc4ccccc4s3)nc12 | 0.8 | -9 | 4.9 | 0.1 | 1 | 0.9 | 12 | 0.3 | 0.9 | 46 | 0
Cc1csc(SCC(=O)c2ccc(S(=O)(=O)N3CCOCC3)cc2)n1 | 1.1 | -7 | 3.6 | -0.3 | 8 | 0.9 | 13 | -0.5 | 1.1 | -1 | .
CCN(CC(=O)Nc1ccccc1C(=O)OC)S(=O)(=O)c1ccc(OC)cc1 | 0.9 | 5 | 3.7 | -0.5 | -1 | 0.8 | 17 | -0.3 | 0.9 | 2 | -35

(cont.)
SMILES | PMI act satM6P | TLR4-MyD88 BLA | RAM network inh | Hsp70 act | G6PDH CS | Diaph act CS | Diaph inh CS | DTT redox prof | PMI act | L major viab | S1P3 antagonist
CCOCN(C(=O)Cn1cnc2ccccc21)c1c(C)cccc1CC | 0.9 | 0 | 0.5 | -0.4 | 6 | 0.9 | 8 | -0.6 | 1 | -3 | -19
O=C(CSc1nnc(Cc2ccccc2)o1)NC1CCCCC1 | 1 | -6 | 0.3 | -0.1 | 6 | 1 | 0 | -0.3 | 1 | -8 | -5
COC(=O)c1cnn2c3c(c(C)nc12)CCCC3 | 1.1 | -5 | 0.7 | -0.2 | 0 | 1.2 | -16 | 2.0 | 1.1 | -2 | .
Clc1ccc2c(c1)C1=C(C(c3ccncc3)O2)C(c2ccc(Br)cc2)n2ncnc2N1 (stereo unspecified) | 0.9 | 12 | 2.0 | -0.3 | 11 | 0.8 | 19 | 3.0 | 0.9 | 48 | .
COc1ccc(OC)c2[nH]c(=O)c(CCNS(=O)(=O)c3ccc(Cl)cc3)cc12 | 0.7 | 1 | 3.1 | -0.1 | 12 | 0.6 | 38 | 1.1 | 0.9 | 12 | -11
CCN(CC)S(=O)(=O)c1ccc(/C=C/C(=O)Nc2cccc(F)c2)cc1 | 0.8 | -5 | 1.4 | -0.3 | 4 | 0.7 | 26 | 0.6 | 0.7 | 11 | 0
CCC(C)(C)NC(=O)Cc1ccccc1OC | 1.1 | -9 | 0.8 | 0.9 | -1 | 1 | -2 | 0.1 | 1.1 | 1 | .
CNc1nnc(-c2ccncc2)s1 | 0.9 | 1 | 1.2 | 0.4 | -7 | 0.9 | 9 | 0.0 | 0.9 | -8 | -17
CCCNC(=O)c1c(N)n(-c2cc(OC)cc(OC)c2)c2nc3ccccc3nc12 | 0.6 | -13 | 2.5 | -0.5 | 6 | 0.8 | 21 | -0.9 | 0.9 | 30 | -5
OC1CCN(c2cc(-c3ccccc3)nc3cc(-c4ccc(F)cc4)nn23)CC1 | 0.9 | 4 | 9.6* | -0.1 | 8 | 0.7 | 29 | -1.7 | 0.9 | 19 | 9
Cc1ccc(C)c(NCCC#N)c1 | 1.1 | -6 | 1.6 | 0.1 | 1 | 1 | 2 | 0.0 | 1.1 | 53* | -9
COCC(=O)N(Cc1cc2ccc(C)cc2[nH]c1=O)c1ccc(OC)cc1 | 1 | 11 | 0.7 | -0.3 | 9 | 0.9 | 14 | -0.3 | 0.9 | -5 | -18
CCCc1cc(=O)[nH]c(SCC(=O)N(C)C2CCS(=O)(=O)C2)n1 (stereo unspecified) | 1 | -29 | 0.3 | -0.2 | -3 | 0.9 | 8 | 0.1 | 1 | -4 | -26
COc1cc2c(cc1NC(=S)NC(=O)/C=C/c1ccc(OC)c(OC)c1)oc1ccccc12 | 0.9 | -15 | -0.8 | -0.2 | 15 | 0.9 | 6 | 0.2 | 1 | 46 | -1
FC(F)(F)c1cnc2c(-c3ccccc3)n[nH]c2c1 | 1 | -3 | 2.6 | -0.1 | 3 | 0.9 | 6 | -1.0 | 1.1 | -6 | -3
COc1cccc(OCC(Cn2c(C)nc3ccccc32)OC(C)=O)c1 (stereo unspecified) | 1.1 | -8 | 0.9 | 0.3 | 11 | 1.1 | -15 | 0.5 | 1.2 | 12 | 6
CCN(c1ccccc1)S(=O)(=O)c1ccc(Cl)c(C(=O)NCC2CCCO2)c1 (stereo unspecified) | 1 | -2 | 0.0 | -0.2 | 1 | 0.9 | 9 | 0.7 | 1 | 10 | -3

An excerpt from above in order of their number in PMI act, smallest number first:
Structure	PMI act
CCN(c1ccccc1)S(=O)(=O)c1ccc(Cl)c(C(=O)NCC2CCCO2)c1 (stereo unspecified)	1
FC(F)(F)c1cnc2c(-c3ccccc3)n[nH]c2c1	1.1
COc1cccc(OCC(Cn2c(C)nc3ccccc32)OC(C)=O)c1 (stereo unspecified)	1.2
